Screening data from PubChem BioAssay.
GRIN3A LBD mod: modulators (binders) of human NR3A ligand-binding domain; AID 1259313; NR3A LBD differential scanning fluorimetry, Tm shift; 0% = protein alone, 100% = glycine-bound protein; Tm shift relative to glycine control, % at 25 µM; 340,000 tested, 2.5% active;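 active = melting temperature shift of at least 10% of the positive control shift, at one fixed dose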
EBI2 block: antagonists of human EBI2 receptor | inhibition, % at 5 µM | P32249 | 360,000 tested, 0.81% active | EBI2 beta-arrestin recruitment, luminescence, 7a,25-OHC stimulated; in the data active = inhibition above about 38%;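 note: enzyme fragment complementation signal reports receptor beta-arrestin coupling in cells; 0% = agonist plus DMSO wells and 100% = wells without agonist; some results beyond the cut were filed as inactive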
Target sequence (P32249 whole entry, looked up, the tested form may be a part): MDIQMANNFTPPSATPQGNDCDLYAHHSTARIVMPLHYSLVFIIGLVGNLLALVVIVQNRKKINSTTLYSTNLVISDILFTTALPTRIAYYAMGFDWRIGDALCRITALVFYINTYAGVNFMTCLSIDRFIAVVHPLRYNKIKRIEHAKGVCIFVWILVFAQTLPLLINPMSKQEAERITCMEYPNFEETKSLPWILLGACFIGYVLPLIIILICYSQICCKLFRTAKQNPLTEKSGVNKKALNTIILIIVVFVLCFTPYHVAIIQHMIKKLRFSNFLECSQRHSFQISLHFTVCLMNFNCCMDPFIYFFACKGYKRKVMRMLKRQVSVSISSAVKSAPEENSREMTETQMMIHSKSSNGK
Gli-Sufu antag: Gli-Sufu pathway antagonism | Sufu-KO-LIGHT fibroblasts, Gli luciferase reporter luminescence | 340,000 tested, 0.74% active | inhibition, % at 5 µM;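 active = inhibition above about 55%, limit read from the data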;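 note: 0% = DMSO-treated cells and 100% = wells with medium but no cells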
A3A deaminase: inhibitors of human APOBEC3A DNA deaminase | inhibition, % at 20 µM | 330,000 tested, 0.41% active | recombinant A3A, FAM/TAMRA ssDNA deamination fluorescence | P31941;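 active = at least 40% inhibition at 20 µM here, with at most 30% in a related deaminase screen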;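 note: plate controls were A3A with DMSO for no effect and wells lacking A3A enzyme for full effect; some results filed as inactive read as strong as hits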
MPTP inh: inhibitors of mitochondrial permeability transition pore | 360,000 tested, 1.4% active | inhibition, % at 10 µM | isolated mouse mitochondria, Ca2+ swelling absorbance, 30 min;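 active = inhibition of 50% or more, scaled per plate between neutral and stimulator controls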;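 note: 0% = DMSO wells given calcium and 100% = 1 mM EGTA wells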
A3G deaminase: APOBEC3G (human) deaminase inhibition; inhibition, % at 20 µM; recombinant A3G, ssDNA deamination FAM/TAMRA fluorescence; Q9HC16; 330,000 tested, 0.28% active; AID 493012;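 active = inhibition of at least 40% at 20 µM, with no more than 30% in the related APOBEC3A deaminase screen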;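 note: plate controls were DMSO wells with A3G for no effect and wells lacking A3G enzyme for full effect; some compounds called inactive have numbers as strong as hits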
Target sequence (Q9HC16 whole entry, looked up): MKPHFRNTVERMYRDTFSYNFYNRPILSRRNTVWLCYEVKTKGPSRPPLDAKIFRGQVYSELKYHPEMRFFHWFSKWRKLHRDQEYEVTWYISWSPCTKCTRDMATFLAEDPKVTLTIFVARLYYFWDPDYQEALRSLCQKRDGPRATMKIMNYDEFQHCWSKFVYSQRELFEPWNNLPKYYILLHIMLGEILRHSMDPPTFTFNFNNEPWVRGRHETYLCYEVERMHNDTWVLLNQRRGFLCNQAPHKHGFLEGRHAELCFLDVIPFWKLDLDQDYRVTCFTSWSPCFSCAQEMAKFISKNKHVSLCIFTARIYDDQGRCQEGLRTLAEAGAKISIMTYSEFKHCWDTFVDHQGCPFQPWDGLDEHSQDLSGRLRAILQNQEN
CXCR6 block: inhibitors of human CXCR6 receptor; inhibition, % at 20 µM; CHO-K1 PathHunter CXCR6 beta-arrestin, luminescence; 360,000 tested, 0.36% active; AID 602244; O00574; in the data active = inhibition above about 34%, passing the limit was not always enough;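 note: antagonist mode with CXCL16 agonist at 10 nM final; 0% = 10 nM CXCL16 with DMSO and 100% = unstimulated wells without agonist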
Target sequence (O00574 whole entry, looked up): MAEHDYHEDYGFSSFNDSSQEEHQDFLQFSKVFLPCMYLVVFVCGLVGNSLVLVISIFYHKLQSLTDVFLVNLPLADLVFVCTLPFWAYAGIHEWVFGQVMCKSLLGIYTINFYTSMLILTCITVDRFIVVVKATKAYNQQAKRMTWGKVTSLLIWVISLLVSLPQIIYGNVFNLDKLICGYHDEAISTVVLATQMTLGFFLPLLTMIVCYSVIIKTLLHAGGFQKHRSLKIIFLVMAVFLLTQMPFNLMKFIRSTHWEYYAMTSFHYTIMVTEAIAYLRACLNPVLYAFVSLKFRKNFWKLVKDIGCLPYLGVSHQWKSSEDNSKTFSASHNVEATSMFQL
CCR6 antag: CCR6 (human) receptor antagonism | P51684 | CHO-K1 CCR6 PathHunter beta-arrestin, luminescence, CCL20-stimulated | inhibition, % at 20 µM | 340,000 tested, 0.49% active | AID 493098;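 active = compounds whose inhibition of the agonist-driven luminescence signal at 20 µM reaches about 50%, limit read from the data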;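 note: cells stimulated with CCL20 at 14 nM final; plate controls were DMSO with CCL20 for no effect and DMSO without agonist for full effect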
* hit, by the source's call; x = no result given.

The line under a structure holds: EBI2 block | Gli-Sufu antag | CCR6 antag | A3A deaminase | GRIN3A LBD mod | A3G deaminase | MPTP inh | CXCR6 block
> COc1ccc([N+](=O)[O-])cc1NC(=O)C(C)Sc1nc(-c2ccccc2)cs1 (centres undefined)
 : 25 | 0 | 18 | -3 | -4 | -4 | -2.8 | 0
> CC(=O)c1cc(-c2ccccc2)n(CCC(=O)NC(C)(C)C)c1C
 : -15 | -4 | 19 | -1 | -1 | -5 | 0.3 | -1
> COc1ccc(C(C(=O)NCC2CCCO2)N(C(=O)CNC(=O)c2cccs2)c2ccc(C(C)=O)cc2)cc1OC (centres undefined)
 : -1 | 1 | -15 | 3 | 0 | -3 | -1.2 | -5
> COc1ccc(S(=O)(=O)NC2CC(=O)N(c3ccccc3)C2)cc1C (centres undefined)
 : 14 | 0 | 6 | -2 | 3 | -5 | 0.9 | 4
> CCCCc1nc2sc3c(=O)[nH]c(=S)[nH]c3c2c2c1CCC2
 : -5 | -3 | -3 | x | 0 | x | 0.2 | -2
> CCSc1nc2c(c(=O)n1-c1ccc(F)cc1)SCC2
 : -6 | 1 | 8 | -4 | 1 | -5 | 0.2 | 11
> C/C(=N\NC(=O)C1CC1c1ccccc1)c1cccs1 (centres undefined)
 : -9 | 0 | 8 | 4 | 2 | 0 | -2.3 | 4
> COc1ccccc1N1C(=O)CC(N(O)c2ccccc2)C1=O (centres undefined)
 : 10 | -2 | 12 | 3 | 2 | 7 | -0.1 | -6
> C=CCN1C(=O)NC2(CCCCC2)C1=O
 : 8 | -19 | 6 | 0 | 0 | -4 | -2.3 | -6
> Cc1cc(C)nc(N/N=C/c2cc(Br)ccc2O)n1
 : 1 | 25 | 44 | 0 | -5 | -4 | 0.5 | 44*
> Cc1ccc(C)c(Cn2c(C(C)O)nc3ccccc32)c1 (centres undefined)
 : -2 | -2 | -6 | -5 | 0 | -5 | 1.7 | -9
> COC(=O)[C@H](CO)NS(=O)(=O)c1ccc(C)cc1
 : 0 | -1 | 0 | 0 | 2 | 1 | -1.0 | 4
> COc1ccc(C(CC(=O)O)NC(=O)C2CCCCC2)cc1 (centres undefined)
 : -18 | 5 | 7 | -4 | 0 | -5 | -0.5 | -4
> COc1ccc(C(=O)NCC(c2cccs2)N2CCOCC2)cc1OC (centres undefined)
 : -1 | 4 | 1 | -1 | 1 | 0 | -0.9 | -4
> CCOC(=O)C1CCN(C(=O)C2CCCCC2)CC1
 : -3 | 4 | 1 | -1 | 0 | -7 | 0.3 | 1
> COc1ccc(NC(=O)c2cnc(NS(=O)(=O)c3ccccc3)nc2)cc1
 : -2 | 8 | 12 | 1 | 0 | 0 | 0.9 | -4
> Cc1occc1C(=O)NNC(=S)NCC(C)C
 : 1 | -2 | -7 | 0 | 2 | -2 | -1.4 | 5
> Cc1cc(C)n(-c2c(F)c(F)c(CN3CCOCC3)c(F)c2F)n1
 : 0 | 3 | -11 | 2 | 1 | 2 | 1.6 | -7
> CCN(CC)C(=O)c1ccccc1NC(=O)c1ccccc1SC
 : -8 | 1 | -6 | -2 | -1 | -8 | -0.3 | 5
> CC(=O)N/C(=C/c1ccc(OC(F)F)cc1)C(=O)O
 : -8 | 5 | 1 | -6 | -4 | -4 | -1.0 | -6
> Cc1cccc(-n2ncc3c(NNC(=O)c4ccco4)ncnc32)c1
 : 2 | -4 | 3 | -1 | 0 | -7 | -0.7 | 4
> COC(=O)c1ccc(CN2CCN(CCc3ccccc3)C(CCO)C2)cc1 (centres undefined)
 : 0 | 24 | 18 | -1 | 0 | -8 | 1.0 | 5
> O=C(COc1ccccc1)NCCc1cn2ccsc2n1
 : -5 | 3 | 5 | -6 | 3 | -11 | -0.5 | -3
> Cc1ccccc1C(=O)Nc1ccc(C(=O)N/N=C/c2ccccn2)cc1
 : -12 | -13 | 13 | -1 | -3 | -8 | 0.9 | -1
> Cc1ccc(NC(N)=S)cc1C
 : -13 | 4 | 5 | -1 | -3 | -8 | 0.3 | -1
> CCc1ccc(OCC(=O)Nc2ccc(-c3nc4ccccc4o3)c(O)c2)cc1
 : 0 | -52 | -5 | 2 | -1 | 2 | -4.5 | -5
> O=C1C2C(C(=O)N1Cc1cccnc1)C1C=CC2C12CC2 (centres undefined)
 : -2 | -14 | 16 | -1 | 1 | -3 | -2.6 | -3
> O=C1CC(c2cc(-c3ccccc3)no2)C1
 : 1 | -79 | -10 | -4 | -1 | -10 | -1.6 | -2
> CN(C(=O)COC(=O)c1cccc(S(=O)(=O)N2CCOCC2)c1)C1CCS(=O)(=O)C1 (centres undefined)
 : -8 | -7 | -11 | -1 | 1 | 3 | -2.0 | 3
> COc1ccc(C(C(=O)NCc2ccccc2)N(Cc2cccnc2)C(=O)c2snc(C(N)=O)c2N)cc1OC (centres undefined)
 : -8 | 1 | -1 | -3 | -2 | -6 | -0.7 | -6
> CCN(CC)CCCNc1oc(-c2cccc(Cl)c2)nc1C#N
 : -3 | 9 | 7 | -2 | -1 | -6 | -1.2 | 1
> C=CCn1c(SCC(=O)N2CCc3ccccc3C2)nnc1-c1ccncc1
 : -11 | -4 | -1 | -2 | -1 | -9 | -3.2 | -6
> Cn1c(C(C#N)C(=O)c2sc3ccccc3c2Cl)nc2ccccc21 (centres undefined)
 : -8 | -4 | 42 | x | -9 | x | -0.8 | 26
> CCCn1nc(NC(C)=O)c2cc3cccc(C)c3nc21
 : 6 | 9 | 3 | -2 | 0 | -9 | 0.5 | 8
> CC(C)C(C)NC(=O)COC(=O)/C=C/c1ccc(S(=O)(=O)N2CCc3ccccc32)cc1 (centres undefined)
 : 0 | -8 | 13 | 7 | -1 | 0 | 1.5 | 3
> CNc1nnc(-c2ccc(N(C)C)cc2)s1
 : -14 | -61 | -2 | -6 | 1 | -8 | 0.4 | -8
> O=C(NCCC1=CCCCC1)c1ccc(Cl)c(S(=O)(=O)N2CCOCC2)c1
 : -4 | 24 | 20 | -3 | 2 | -5 | 4.8 | 4
> COc1cc(C(=O)Nc2ccc(C)cn2)c([N+](=O)[O-])cc1OC
 : 0 | 5 | 7 | -10 | 0 | -4 | -0.1 | 0
> CCOC(=O)c1ccc(S(=O)(=O)Nc2cc(S(=O)(=O)Nc3ccc(OC)cc3)ccc2O)cc1
 : 5 | 1 | 10 | -3 | -5 | -6 | 2.0 | -3
> Cc1ccc(C(=O)/C=C/c2ccccc2)o1
 : -4 | 4 | 15 | -4 | -2 | -2 | -1.5 | -5
> CCn1cc(C(=O)N2CCN(c3ccc(OC)cc3)CC2)c(=O)c2cc(S(=O)(=O)N3CCOCC3)ccc21
 : -13 | 0 | 12 | -3 | 0 | -4 | -1.1 | -2
> CC(C)n1c(SCC(=O)N2CCCC2)nc2c1c(=O)n(C)c(=O)n2C
 : -1 | 0 | 20 | 0 | 0 | -3 | -1.4 | 1
> CC(=O)Nc1cccc(-c2cnc3ccccc3n2)c1
 : -3 | -76 | 10 | 0 | -3 | -1 | 0.4 | 1
> CCOC(=O)C(CC)n1cnc2sc3c(c2c1=O)CCC3 (centres undefined)
 : -3 | -60 | -4 | -12 | -1 | 2 | -3.6 | 2
> O=C(c1ccc2c(c1)OCCCO2)c1cccs1
 : -31 | -115 | 8 | 4 | -1 | 0 | -0.5 | 5
> O=C(CCCCCCN1C(=O)c2ccccc2C1=O)N1CCC(c2ccccc2)C1 (centres undefined)
 : 8 | -6 | 5 | -3 | -3 | -4 | 0.4 | 8
> CCc1cccc(NC(=O)C2CCCN(S(=O)(=O)c3c(C)[nH]c(=O)[nH]c3=O)C2)c1 (centres undefined)
 : 0 | 10 | -1 | -6 | -5 | -7 | -3.0 | 1
> CC(C)(C)c1cnnn1-c1ccc([N+](=O)[O-])cc1
 : 0 | -11 | -4 | 0 | 0 | -5 | 1.0 | -4
> CC1(C)CC2CC(C)(CN2C(=O)COC(=O)Cn2[nH]c(=O)c3ccccc3c2=O)C1 (centres undefined)
 : -1 | -22 | -4 | 1 | -3 | -2 | 1.7 | 10
> CC1CCCC(NC(=O)CCS(=O)(=O)c2cc3c(cc2Cl)NC(=O)CO3)C1C (centres undefined)
 : -2 | 28 | -10 | 0 | 0 | -4 | 0.0 | -5
> COc1cc(OC)cc(C(=O)NNC(=O)c2ccc(-n3cncn3)c([N+](=O)[O-])c2)c1
 : -7 | -1 | 6 | -4 | -1 | -8 | -0.4 | -3
> O=C(Nc1ccc(Cc2ccncc2)cc1)C1CCC(N2C(=O)C3CCCCC3C2=O)CC1 (centres undefined)
 : -7 | 8 | 22 | -5 | 5 | -6 | 5.1 | -4
> Cc1cc(C)c(S(=O)(=O)c2cccc(Cl)c2)c(Cl)n1
 : -10 | 6 | 5 | 0 | -2 | 2 | -0.6 | -4
> CC(=O)c1cc2c(cc1NC(=O)Nc1cccc(Cl)c1)OCCO2
 : -7 | -1 | -18 | -1 | -1 | 8 | 0.4 | -6
> CCOc1ccc2[nH]c3c(NCCN(CC)CC)ncnc3c2c1
 : 8 | 9 | 15 | 6 | -1 | -4 | -1.1 | -5
> CCN1C[C@@H]2[C@@H]3C(=O)N(C)C(=O)[C@@H]3[C@](CC)(C1=O)N2C(=O)c1ccc(Cl)cc1
 : -10 | -8 | 0 | x | 2 | x | -0.7 | -5
> CC(=O)Nc1cc(-c2nn(C)c(=O)c3ccccc23)ccc1N1CCCCC1
 : -2 | 5 | 7 | -3 | 1 | -13 | -0.9 | 0
> CN(C(=O)c1cccc(NC(=O)Cc2cccc([N+](=O)[O-])c2)c1)C1CCCCC1
 : 2 | 13 | 14 | 2 | -16 | -1 | 5.9 | -5
> Oc1c(Br)cc(/C=N/Nc2nncc3ccccc23)cc1Br
 : x | 11 | 12 | -3 | -17 | -8 | x | x
> S=c1[nH]nc(-c2cccnc2)n1Cc1ccccc1
 : -13 | 7 | 4 | -4 | 0 | 39 | 1.3 | 11

Looked up above.
Result of CC(=O)Nc1cc(-c2nn(C)c(=O)c3ccccc23)ccc1N1CCCCC1 under MPTP inh: -0.9
Result of O=C(CCCCCCN1C(=O)c2ccccc2C1=O)N1CCC(c2ccccc2)C1 (centres undefined) under CCR6 antag: 5

Complete entries from above. Order of screens: EBI2 block	Gli-Sufu antag	CCR6 antag	A3A deaminase	GRIN3A LBD mod	A3G deaminase	MPTP inh	CXCR6 block
Record of CCOC(=O)C(CC)n1cnc2sc3c(c2c1=O)CCC3 (centres undefined) = -3	-60	-4	-12	-1	2	-3.6	2
Record of Oc1c(Br)cc(/C=N/Nc2nncc3ccccc23)cc1Br = x	11	12	-3	-17	-8	x	x
Record of O=C(CCCCCCN1C(=O)c2ccccc2C1=O)N1CCC(c2ccccc2)C1 (centres undefined) = 8	-6	5	-3	-3	-4	0.4	8

Other results follow.
The line under a structure holds: EBI2 block | Gli-Sufu antag | CCR6 antag | A3A deaminase | GRIN3A LBD mod | A3G deaminase | MPTP inh | CXCR6 block
> CC(=O)Nc1ccc2c(c1)Cc1c-2cc(Br)c(N)c1Br
 : 12 | -14 | -6 | x | 8 | x | -0.6 | -1
> Cc1cccc(N2C(=O)CCC2=O)c1
 : -6 | -3 | 3 | -1 | -2 | 0 | -0.8 | 2
> Cc1ccc(S(=O)(=O)N(Cc2cccc(C(F)(F)F)c2)C(=O)N2CCN(C)CC2)cc1
 : -7 | 0 | -8 | -1 | 3 | -8 | -0.5 | -1
> O=C1N(c2ccccc2)C(c2ccccc2)N2CCCN12 (centres undefined)
 : -9 | 8 | 4 | -3 | 0 | -6 | -1.1 | 1
> OC(CCN1CCOCC1)c1ccccc1 (centres undefined)
 : 2 | -20 | 2 | -3 | 0 | -7 | -0.9 | -7
> N/C(=N\OC(=O)N1c2ccccc2Sc2ccccc21)c1ccc(Br)cc1
 : 0 | 4 | -4 | 2 | -3 | -3 | 3.2 | -30
> CCOC(=O)C1CCCN(C(=O)CN2C(=O)C(CC)Oc3ccc(C)cc32)C1 (centres undefined)
 : 1 | 5 | 3 | -2 | 1 | -2 | -0.3 | -4
> O=C(c1ccc2c(c1)OCCO2)N(c1ccccn1)C1CCCCC1
 : -2 | 5 | 2 | -4 | 1 | -3 | 0.3 | 0

An unsorted share of the library. Share with any hit: about 5.8%.
